Screening results as filed in PubChem.
INS promoter inh: inhibitors of insulin promoter-driven GFP, primary screen, imaging, TRM-6 cells (human fetal islet line), eGFP reporter, cell count | reporter expression induced with tamoxifen | 0.9% of 130,000 active | inhibition, % at 2 µM;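 active means inhibition above the mean plus 3 SD, with well images judged a real hit on visual review, cut at about 60% in these data, passing the limit was not always enough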
sdo1 growth: growth rescue of sdo1-depleted yeast, primary screen, S. cerevisiae, bone marrow failure model; S. cerevisiae sdo1-depleted JHY4D growth rescue, OD600 30 h; active compounds read high; pdr5 snq2 efflux-pump mutant strain; z-score at 10 µM; 0.21% of 140,000 active; AID 817, 2007;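 active means z-score above 3 at both the 24 hr and the 30 hr optical density reads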;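 further: z-score against mean and SD of all compound wells on the same plate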
sdo1 growth Rescue 24 h: further read-out of sdo1 growth, marked with its call; z-score; S. cerevisiae sdo1-depleted JHY4D growth rescue, OD600; measured here: growth rescue at 24 h;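 0 is the plate mean of compound wells and units are plate SD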
Active calls of the source: *; . = not tested or not shown; & = joins results of further samples; [ ] = another dose, or the depositor's remark.

The opening 5 records, to show the layout:
SMILES	INS promoter inh	sdo1 growth	sdo1 growth Rescue 24 h
Cc1sc(NC(=O)c2ccco2)c(C(c2ccccc2)N2CCC(C)CC2)c1C (stereo not given)	36	.	.
CCOC(=O)c1cnc2cc3c(cn2c1=O)CCCC3	0	0.49	-0.33
CCc1cccc(CC)c1NC(=S)NCc1nc2ccccc2[nH]1	21	.	.
CCn1c(C)[n+](Cc2ccccc2)c2ccc(C(=O)OC)cc21	25	.	.
Cc1cc(Br)c(OCc2ccc(C(=O)N/N=C3\CC(=O)CC(C)(C)C3)cc2)c(Br)c1	-57	-0.18	0.87

The listing, previewed entries included:
SMILES	INS promoter inh	sdo1 growth	sdo1 growth Rescue 24 h
Cc1sc(NC(=O)c2ccco2)c(C(c2ccccc2)N2CCC(C)CC2)c1C (stereo not given)	36	.	.
CCOC(=O)c1cnc2cc3c(cn2c1=O)CCCC3	0	0.49	-0.33
CCc1cccc(CC)c1NC(=S)NCc1nc2ccccc2[nH]1	21	.	.
CCn1c(C)[n+](Cc2ccccc2)c2ccc(C(=O)OC)cc21	25	.	.
Cc1cc(Br)c(OCc2ccc(C(=O)N/N=C3\CC(=O)CC(C)(C)C3)cc2)c(Br)c1	-57	-0.18	0.87
CCNC(=O)N1C(=O)C2(OCCO2)c2cc(Br)ccc21	34	0.18	-0.69
O=C(/C=C/c1ccccc1)Nc1ccc(Cl)cn1	-11	.	.
O=C(NNC(=S)NC(=O)c1ccco1)c1ccc(NC(=O)c2ccccc2)cc1	-14	.	.
COc1cc(/C=C(\C#N)C(=O)NCC2CCCO2)ccc1OC(C)C (stereo not given)	70*	-0.15	-0.64
Cc1ccc(S(=O)(=O)NNC(=O)CCCCC(=O)NNS(=O)(=O)c2ccc(C)cc2)cc1	-61	.	.
CCOC(=O)CNC(=O)C12CC3CC(C1)CC(c1ccc(C)cc1)(C3)C2	36	.	.
O=C(CSc1nnc(-c2ccccc2F)n1C1CC1)Nc1cccnc1Cl	-11	-0.25	-0.73
C1CCC(CNc2c3c(nc4nnnn24)CCCC3)CC1	19	-0.86	-0.83
CN(Cc1ccccc1)C(=O)COC(=O)c1ccc(Cl)c(N)c1	.	1.8	1.9
COc1ccccc1NC(=O)CN1CCC(n2nnc3cc(F)ccc32)CC1	19	0.25	-0.75
Cc1csc(-c2cnn(-c3ccccc3)c2NC(=O)c2cccc(F)c2)n1	3	-0.87	-0.66
O=C(O)c1ccc(COCC(F)(F)C(F)F)o1	-136	0.64	-0.14
Cc1cc(Nc2ccccc2)nn1C(=O)c1ccccc1	.	-2.3	-1.4
CCCCOc1ccc(Cc2c(Cl)nc(SC)nc2N2CCOCC2)cc1	-22	-0.29	-0.78
O=C1C2CCCN2C(=O)N1CCCN1CCN(c2cccc(Cl)c2)CC1 (stereo not given)	11	-0.21	-1.2
Cc1cccc(Oc2nc3ccccn3c(=O)c2/C=C(\C#N)C(=O)NC2CCS(=O)(=O)C2)c1 (stereo not given)	33	0.65	0.16
COC(=O)C1CCN(C(=O)c2ccc(SC)cc2OC)CC1	.	0.17	-0.13
O=C(CCCOc1ccccc1)Nc1ccc2c(c1)OCCO2	17	0.52	0.2
CCN(CCCNC(=O)CCn1c(=O)[nH]c2ccccc2c1=O)c1cccc(C)c1	.	-0.18	0.11
COc1ccc(-n2nc3cc(C)c(NC(=O)CC(C)C)cc3n2)cc1	.	-0.86	-0.28

Whole records from above. Values in the order: INS promoter inh | sdo1 growth | sdo1 growth Rescue 24 h
CCc1cccc(CC)c1NC(=S)NCc1nc2ccccc2[nH]1 is entered as 21 | . | .
Cc1sc(NC(=O)c2ccco2)c(C(c2ccccc2)N2CCC(C)CC2)c1C (stereo not given) is entered as 36 | . | .
CCOC(=O)CNC(=O)C12CC3CC(C1)CC(c1ccc(C)cc1)(C3)C2 is entered as 36 | . | .
Cc1ccc(S(=O)(=O)NNC(=O)CCCCC(=O)NNS(=O)(=O)c2ccc(C)cc2)cc1 is entered as -61 | . | .
Cc1cccc(Oc2nc3ccccn3c(=O)c2/C=C(\C#N)C(=O)NC2CCS(=O)(=O)C2)c1 (stereo not given) is entered as 33 | 0.65 | 0.16

Remaining list, next part
SMILES	INS promoter inh	sdo1 growth	sdo1 growth Rescue 24 h
O=C(NCCN1CCN(c2ccccc2)CC1)c1cccc(Br)c1	6	-0.79	-0.73
Cc1nc2ccccc2c(=O)n1NC(=O)/C=C/c1ccc(Br)cc1	-11	-0.74	-0.44
Cc1ccc(NC2SC(=O)N(CC(=O)O)C2=O)cc1 (stereo not given)	3	0.31	-0.48
O=C(NCCN1CCCC1)c1ccc(Cn2c(=S)[nH]c3cc4c(cc3c2=O)OCO4)cc1	9	0.33	0.15
CC(C)(C)c1ccc(OCC(=O)NNC(=O)c2cccnc2)cc1	-5	.	.
COc1ccc(NS(=O)(=O)c2ccc(SC)cc2)cc1	0	0.1	0.3
COc1cccc(N=c2oc3c(C)ncc(CO)c3cc2C(=O)Nc2ccccc2OC)c1	.	0.1	0.57
CC1Oc2ccccc2N(CC(=O)N2CCc3ccccc32)C1=O (stereo not given)	38	-0.77	-0.89
O=C(NCC1CCCCC1)C1CCN(C(=O)NC2CCCCC2)CC1	.	0.17	-0.95
Cn1c(-c2ccccc2)cnc1NCc1cc2c(cc1[N+](=O)[O-])OCO2	.	0.78	0.92
Nc1nc(Nc2ccccc2Br)nc(C(F)(F)F)n1	.	-0.95	-1.1
CCOc1ccc(OCc2cccc(C(=O)N(CC)CC)c2)cc1	5	.	.
CCc1cc(C(=O)Cc2nc3ccccc3[nH]2)c(O)cc1O	28	0.47	0.72
CCCCOC(=O)CSC1=C(C#N)C(c2ccccc2OCC)C(C#N)C(=O)N1 (stereo not given)	-38	1.3	0.81
O=C(NCc1ccccc1)NS(=O)(=O)c1ccccc1Cl	-25	0.13	-0.28
COc1ccc(C2CC(c3ccccc3OC(C)=O)=NN2C(=O)/C=C/c2ccccc2)cc1OC (stereo not given)	59	-0.21	-0.43
Cc1cc(C(=O)Nc2c(C)nn(Cc3ccccc3)c2C)on1	.	0.2	-0.52
CCOc1ccc(-c2nnc(N3CCCCC3)c3ccccc23)cc1	-20	-1.5	-0.97
O=C(c1cccc(Cl)c1)N1CCN(Cc2ccncc2)CC1	.	0.63	0.13
Cc1ccc(/C=C/C(=O)OC(C)C(=O)Nc2ccc(Cl)cn2)o1 (stereo not given)	-5	0.45	0.49
COC(=O)c1ccccc1COn1c(=O)c[n+]([O-])c2ccccc21	-112	0.22	-0.41
COc1ccc(Cc2nnc(N)s2)cc1OC	38	1	0.74
COC(=O)c1c(NC(=O)CSc2nnnn2C)sc(C)c1C	-39	-0.37	-0.5
NC(=O)C(c1ncc(C(F)(F)F)cc1Cl)c1c(Cl)cccc1Cl (stereo not given)	3	0.76	0.18
CSc1nnc(NC(=O)c2cc3ccccc3oc2=O)s1	.	-0.16	0.52

Three compounds already listed, ordered by the value under sdo1 growth, high to low.
SMILES	INS promoter inh	sdo1 growth	sdo1 growth Rescue 24 h
O=C(c1cccc(Cl)c1)N1CCN(Cc2ccncc2)CC1	.	0.63	0.13
O=C(NCC1CCCCC1)C1CCN(C(=O)NC2CCCCC2)CC1	.	0.17	-0.95
CCOc1ccc(-c2nnc(N3CCCCC3)c3ccccc23)cc1	-20	-1.5	-0.97

Later entries
SMILES	INS promoter inh	sdo1 growth	sdo1 growth Rescue 24 h
N#Cc1c(NC(=O)CCCl)sc2c1CCCCC2	5	.	.
CCOCc1nnc(NC(=O)CSCc2ccccc2)s1	.	0.47	0.78
CC(C)(C)C(=O)NC1CCN(S(=O)(=O)c2cccc(C(F)(F)F)c2)CC1	15	0.13	0.31
N#Cc1c(/N=C/c2ccccc2)oc(-c2ccccc2)c1-c1ccccc1	-8	-2	-1.8
COc1cc(C(=O)Nc2cccc(-c3nc4cc(C)cc(C)c4o3)c2)cc(OC)c1OC	45	-0.47	-0.24
CCc1c(C)sc(NC(=O)c2noc(C)c2[N+](=O)[O-])c1C#N	35	.	.
Cc1cc(C)n2c(nc3ccccc32)c1C(=O)NCc1ccccc1	21	.	.
Cc1cc2ccccn2c1C(=O)c1ccc([N+](=O)[O-])o1	-64	.	.
O=c1ccccn1Cc1c(Cl)cccc1Cl	50	0.83	2.4
CN(C)N1C(N)=C(C#N)C(c2cccnc2)C2=C1CC(C)(C)CC2=O (stereo not given)	48	0.71	-0.32
Cc1ccc2cc(C#N)c(SCC(=O)NNC(=O)Cc3ccccc3)nc2c1	.	-1.4	-0.61
O=C(COc1ccc2ccccc2c1)Nc1cccc2c1C(=O)NC2=O	25	.	.
Cc1c(C)n(CC(O)CN2CCCCCC2)c2ccccc12 (stereo not given)	.	1.2	1.3
N/C(=N\OC(=O)CSc1ccccc1)c1cccc([N+](=O)[O-])c1	-7	-0.44	-0.18
CCN1CCN(c2ncnc3c2c(-c2ccccc2)cn3-c2ccc(F)cc2)CC1	0	.	.
Cc1cc(-c2ccc(Cl)cc2)c(C#N)c(N)n1	.	0.84	0.98
C=CCn1c(SCC(=O)c2c(N)n(C)c(=O)n(C)c2=O)nc2sc(CC)cc2c1=O	-10	0.54	0.43
Cc1ccc(N2CC(C(=O)Nc3ccc(N(C)C)cc3)CC2=O)cc1C (stereo not given)	-33	0.01[10.7 µM]	0.07
S=C(NC1CCCCC1)N(CCc1nc2ccccc2[nH]1)C1CCCC1	-45	-1.8	-2.2
CC(=O)c1ccc(NC(=O)CN2C(=O)COc3ccc(Cl)cc32)cc1	.	-0.93	-0.97
CCCN1C(=O)SC(CC(=O)Nc2cccc3ccccc23)C1=O (stereo not given)	-72	0.76	0.6
O=C(/C=C/c1ccc(Br)cc1)c1ccco1	18	-1.8	-1.6
Cc1ccc2[nH]c(=O)c(-c3nc4ccccn4c3NCc3ccco3)cc2c1	21	-0.62	0.46
CCOc1ccc(NC(=O)CC2C(=O)N(c3ccc(OC)cc3)C(=O)N2CCc2cccs2)cc1 (stereo not given)	6	0.61	1.5
Cc1ccc(SCc2[nH]nc3c2C(c2ccco2)C(C#N)=C(N)O3)cc1 (stereo not given)	-56	-0.52	-0.98
CCOc1ccc(-c2n[nH]c(C)c2Oc2ccc(OC)cc2)c(O)c1	.	-2	-1.6
O=C(CCCCCCN1C(=O)c2ccccc2C1=O)N1CCC(c2ccccc2)C1 (stereo not given)	-311	-1.5	-0.76
COc1cc(/C=N/NC(N)=S)ccc1OCC(=O)Nc1ccc(C)cc1	32	-0.73	-0.2
CN(Cc1cccs1)c1nc(-c2cccnc2)nc2ccccc12	18	.	.
COc1ccc(CC(=O)OCC(=O)NCCc2ccccc2)cc1OC	.	0.39	-0.55
CC(C)(C)OC(=O)N1CCCC1C(=O)O (stereo not given)	46	1.7	2.3
CCOC(=O)c1cnn(-c2ccc(C(C)C)cc2)c1NC(=O)C1CCC1	-113	-1.6	-2.1
Cc1cc(Cl)ccc1Nc1ncccc1C(N)=O	67	-0.45	-0.48
CC(C)(C)c1cc[n+](/C(C(=S)Nc2ccccc2F)=C(/[O-])c2ccc3c(c2)OCCO3)cc1	23	.	.
COc1ccccc1Cc1noc(COc2cccc(C)c2C)n1	-312	0.1	-0.32
CSc1ccc(C#N)cc1NC(=O)c1ccc(Cl)cc1Cl	-38	1.7	1.4
COC(=O)Nc1snnc1C	22	1.1&1.3	0.76&1.2
CCCC(=O)NC(c1ccco1)c1c(O)ccc2ccccc12 (stereo not given)	-133	0.08	0.49
O=S(=O)(c1cccs1)N1CCCc2ccccc21	.	-1.1	-1.1
COc1ccc(NC(=O)C(=O)N2N=C(C(C)C)CC2(O)C(F)(F)F)cc1 (stereo not given)	7	0.78	1
COc1cc(C)ccc1OCCOCCOc1cccc2ccc(C)nc12	15	.	.
Cc1ccc(S(=O)(=O)NCc2ccco2)cc1C	-48	0.45	0.19
C=CCn1c(COc2ccc(F)cc2)nnc1SCC(=O)NC(=O)NCc1ccco1	25	-0.84	-1.1
O=C(C(Cc1ccccc1)n1cccc1)N1CCN(c2cccc(Cl)c2)CC1 (stereo not given)	.	-1.2	-0.68
CC(C)(C)c1ccc(-c2nnc(SCC(=O)Nc3sc4c(c3C#N)CCCC4)o2)cc1	54	-0.05	-0.44
O=C1C2C3C=CC([C@@H]2C(=O)N1c1nccs1)C31CC1 (stereo not given in full)	41	0.01	-0.1
CC(C)N(Cc1nc(-c2ccc(Cl)cc2)no1)C(=O)c1cccs1	.	-1.6	-1.6
CCOC(=O)c1c(N)ssc1=S	.	1	0.98
O=C(Nc1cccc(-c2cn3ccsc3n2)c1)c1ccccc1	.	-0.42	-1.1
CC(C)[C@@H](C(=O)OCC(=O)Nc1ccc2c(c1)OCO2)N1C(=O)c2ccccc2C1=O	-22	-0.51	-0.76
CCOc1ncccc1C(=O)Nc1ccc(S(=O)(=O)N2CCCC2)cc1	-29	.	.
O=C1CCCc2nc(NCc3ccco3)ncc21	33	0.58	0.27

A portion of the library; the hit share may differ from the screen's.
